Screens deposited in PubChem by several laboratories.
TWEAK Fn14 block = inhibitors of TWEAK-Fn14 signaling, primary screen, luciferase reporter cells, uHTS; TWEAK-stimulated Fn14 reporter cells, luciferase luminescence, 8 h; inhibition, % at 10 µM; actives 2% (n = 360,000); AID 1159606, 2016; in the data active = inhibition above about 50%
NCOA1 inh = SRC1 coactivator transcriptional activity inhibitors, primary screen, cell-based, luminescence | Nuclear receptor coactivator 1 (Homo sapiens), Q15788 | HEK293 GAL4-SRC1 luciferase reporter | inhibition, % at 3.6 µM | actives 0.12% (n = 360,000) | AID 588354, 2011;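 active = inhibition above the campaign mean plus 3 SD, with each screening campaign given its own cutoff, cut at about 60% in these data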;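 also: 0% = DMSO treated cells and 100% = gossypol at 36 µM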
NCOA2 inhibitor = inhibition of GAL4-SRC2 driven luciferase reporter, primary screen, SRC2 inhibitor project, cell-based, luminescence | actives 0.17% (n = 370,000) | HEK293 GAL4-SRC2 luciferase reporter | Nuclear receptor coactivator 2 (Homo sapiens), Q15596 | AID 651957, 2012 | inhibition, % at 9 µM;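 active = inhibition above the mean inhibition of all tested compounds plus 3 SD, set per campaign, cut at about 52% in these data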;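 also: 0% = DMSO treated cells and 100% = cells given Gossypol at 36 µM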
NOD2 RIPK2 PPI = NOD2-RIPK2 binding disruptors in cells, primary screen, fluorescence, CHO cells, BLA complementation | AID 624267, 2012 | actives 0.38% (n = 360,000) | CCF4 ratio | Receptor-interacting serine/threonine-protein kinase 2 (Homo sapiens), O43353 | inhibition, % at 4.98 µM; in the data active = inhibition above about 21%;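 also: 0% = vehicle only and 100% = reference blocker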
Target sequence (O43353 whole entry, looked up): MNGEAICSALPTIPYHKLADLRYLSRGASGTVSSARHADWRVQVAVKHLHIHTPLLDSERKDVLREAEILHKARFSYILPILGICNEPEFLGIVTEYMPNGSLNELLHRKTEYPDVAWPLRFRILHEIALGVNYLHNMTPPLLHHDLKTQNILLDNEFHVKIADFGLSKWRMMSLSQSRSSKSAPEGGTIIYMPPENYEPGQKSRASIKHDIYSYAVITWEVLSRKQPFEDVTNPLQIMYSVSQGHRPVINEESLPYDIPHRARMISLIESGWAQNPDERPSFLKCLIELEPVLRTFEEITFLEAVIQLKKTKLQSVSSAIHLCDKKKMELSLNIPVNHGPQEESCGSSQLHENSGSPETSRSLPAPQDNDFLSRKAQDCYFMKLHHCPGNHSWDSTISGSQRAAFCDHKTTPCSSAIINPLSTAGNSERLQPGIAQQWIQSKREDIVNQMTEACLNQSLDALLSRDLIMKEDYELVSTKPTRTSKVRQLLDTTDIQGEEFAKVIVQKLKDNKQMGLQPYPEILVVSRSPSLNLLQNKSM
Granule exo inh = LAMP-1 surface exposure blockers, TALL-104 cells – cell-based, flow cytometry, MLPCN library, primary screen; TALL-104 LAMP-1 surface exposure; cells stimulated with thapsigargin and PMA; inhibition, % at 10 µM; actives 0.66% (n = 360,000);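 active = inhibition above about 55%, limit read from the data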
ABHD5-PLIN5 inh = ABHD5-PLIN5 interaction inhibitors, primary screen, cell lysate, split luciferase complementation, luminescence | inhibition, % at 4 µM | actives 0.78% (n = 360,000) | Split G. princeps luciferase complementation, 4 h | Perilipin-5 (Homo sapiens) + 1-acylglycerol-3-phosphate O-acyltransferase ABHD5 (Homo …;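 active = inhibition above the mean inhibition across every tested compound plus 3 SD, cut at about 22% in these data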;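 also: 0% = DMSO only wells and the 100% control is not disclosed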
COUP-TFII inh = NR2F2 transcriptional activity inhibitors, primary screen, cell-based, luciferase reporter, HEK293T, luminescence | actives 0.7% (n = 370,000) | AID 686940, 2013 | COUP transcription factor 2 (Homo sapiens), P24468 | inhibition, % at 8.6 µM | HEK293T NGFI-A luciferase reporter;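 active = inhibition above a per-plate cutoff, mean inhibition of test wells between control levels plus 3 SD, cut at about 38% in these data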;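 also: cells cotransfected with COUP-TFII expression vector driving the NGFI-A reporter; 0% = median of COUP-TF2 test wells and 100% = reporter-only cells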
Target sequence (P24468 whole entry, looked up): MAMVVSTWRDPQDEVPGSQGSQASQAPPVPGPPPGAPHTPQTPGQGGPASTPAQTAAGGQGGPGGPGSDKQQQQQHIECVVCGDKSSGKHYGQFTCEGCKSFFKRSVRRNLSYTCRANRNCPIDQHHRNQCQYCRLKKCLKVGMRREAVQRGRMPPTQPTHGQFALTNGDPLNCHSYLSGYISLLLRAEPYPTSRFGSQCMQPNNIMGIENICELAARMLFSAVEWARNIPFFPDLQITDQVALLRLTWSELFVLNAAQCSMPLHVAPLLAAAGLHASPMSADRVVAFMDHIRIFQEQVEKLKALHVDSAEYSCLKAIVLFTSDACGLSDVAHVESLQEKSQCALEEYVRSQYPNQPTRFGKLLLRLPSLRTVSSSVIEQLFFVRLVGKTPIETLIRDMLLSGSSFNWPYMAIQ
SRC3 inh = SRC3 coactivator transcriptional activity inhibitors, primary screen, cell-based, luminescence; HEK293 GAL4-SRC3 luciferase reporter; Nuclear receptor coactivator 3 (Homo sapiens), Q9Y6Q9; actives 0.17% (n = 360,000); inhibition, % at 3.6 µM; AID 588352, 2011;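 active = inhibition above a per-campaign cutoff, the mean of all compounds plus 3 SD, cut at about 60% in these data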;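 also: 0% = DMSO-treated cells and 100% = gossypol-treated cells at 36 µM; higher means less SRC3-driven luciferase light from the GAL4 reporter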
TROY signal inh = inhibitors of TROY-driven NF-kB signaling, primary screen, Q293 LMP1-TROYcd cells, NF-kB luciferase, uHTS. Q293 LMP1-TROYcd NF-kB luciferase reporter, 4 h. inhibition, % at 10 µM. actives 0.98% (n = 360,000). AID 1347056, 2019;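 active = compounds whose plate-normalised and pattern-corrected inhibition of the luciferase reporter signal at the single screening dose is 50% or more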
LRH-1 inv ag = LRH-1 (NR5A2) inverse agonists, primary screen, cell-based, luminescence, HEK293T, StAR-luciferase reporter; AID 602396, 2012; LRH-1 transfected, 24 h; actives 0.13% (n = 360,000); Nuclear receptor subfamily 5 group A member 2 (Homo sapiens), O00482; inhibition, % at 3.6 µM;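 active = inhibition above the mean inhibition of all tested compounds plus 3 SD, cut at about 73% in these data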;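 also: 0% = DMSO wells and 100% = reporter-only cells lacking LRH-1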
TLR9-MyD88 block = inhibitors of TLR9-MyD88 association in cells, primary screen, cell-based, CHO, BLA complementation, fluorescence; actives 0.21% (n = 340,000); AID 504734, 2011; Toll-like receptor 9 (Homo sapiens) + Myeloid differentiation primary response protein …; inhibition, % at 4.98 µM; CCF4 FRET ratio;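 active = inhibition above the mean over all tested compounds plus 3 SD, cut at about 21% in these data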;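 also: 0% = DMSO only wells and 100% = clavulanate BLA inhibitor control wells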
Starred values were filed as active, the others as inactive; / = not tested or not shown. Some of the compounds tested, so the mix of outcomes need not match the whole.

SMILES	TWEAK Fn14 block	NCOA1 inh	NCOA2 inhibitor	NOD2 RIPK2 PPI	Granule exo inh	ABHD5-PLIN5 inh	COUP-TFII inh	SRC3 inh	TROY signal inh	LRH-1 inv ag	TLR9-MyD88 block
COc1cc(-c2noc(-c3ccccc3C(=O)NCc3ccco3)n2)cc(OC)c1OC	9	19	-1	-14	3	13	-4	25	11	16	1
O=C(OCc1csc(-c2ccccc2)n1)c1cccs1	-5	-38	-56	-6	0	-2	-31	-25	-20	-20	0
Cc1nc2ccc(NC(=O)c3ccc(Cl)c([N+](=O)[O-])c3)cc2s1	15	-13	-35	-8	2	0	-23	4	-17	10	-6
N#Cc1c(N)nc2c(c1-c1ccc(F)cc1)CCC2	13	26	4	-5	-11	2	11	8	-1	-6	0
COc1ccccc1OCC(=O)NN=C(Cc1ccccc1)Cc1ccccc1	5	-4	-14	3	-2	1	-14	-17	-1	20	6
COCCOC(=O)c1[nH]c2c(c1C)C(=O)CC(c1ccco1)C2 (stereo unspecified)	13	8	-3	-1	0	15	-7	20	-1	8	-8
Cc1oc2c(c1C(=O)N1CCOCC1)C(=O)c1ccccc1C2=O	15	30	0	6	22	-17	-14	-3	12	39	-2
CCC(=O)c1ccc(N2CCN(C(=O)c3ccccc3)CC2)c(F)c1	-17	13	8	1	-7	4	-3	-1	-2	22	-2
CCOc1ccnc(OCC)c1Br	14	1	-17	-3	-4	0	5	20	-8	-11	-1
Cn1ncc2c(NNC(=O)c3ccc(Cl)cc3Cl)ncnc21	3	-13	15	-2	-2	2	-2	10	-8	-6	0
COc1cc(NC(=O)c2ccccc2F)ccc1NC(=O)c1cc2ccccc2o1	-41	5	1	2	13	3	5	-2	12	-12	1
CC(=O)Nc1cccc(S(N)(=O)=O)c1C	10	23	7	3	0	9	-7	24	17	2	5
CSc1ccccc1NC(=S)N/N=C/c1cccn1Cc1cccc(C)c1	7	14	4	-5	3	2	2	22	14	-7	-1
CCc1ccc(NC(=O)CCNS(=O)(=O)c2cccs2)cc1	6	10	-11	-1	-2	6	-10	-10	-23	-12	-24
CC(=O)c1cc(NC(=O)c2ccc(C)cc2)c(=O)oc1/C=C/N(C)C	0	-32	-40	-8	-6	2	-17	-35	54*	-69	3
O=C(O)C1C2C=CC(C2)C1C(=O)NCCC1=CCCCC1 (stereo unspecified)	4	-4	-8	-14	-2	1	5	14	-19	7	-1
O=S1(=O)CCOC[C@H](c2ccccc2)N1Cc1ccccc1F	-1	-1	15	-2	7	4	6	-13	-4	19	1
CCC1=C(Nc2ccccc2)COC1=O	5	-2	-3	-9	-1	5	-5	5	-13	6	-16
Cc1ccc(C)c(NC(=O)Cn2nc([N+](=O)[O-])c(Br)c2C)c1	-1	-4	-6	3	-4	-3	-2	8	-4	15	1
Cn1c(=O)c(=O)n(C)c2cc(N3CCCC3)c(NS(=O)(=O)c3ccc(F)cc3)cc21	-2	-12	-5	-2	-3	-11	-6	4	6	9	-16
COc1ccc2[nH]c(=O)c(CN(C(C)=O)c3cccc(C)c3)cc2c1	3	-40	-31	-4	-1	3	0	-2	-12	17	8
COC(=O)C1=C(C)N(C)C(=O)NC1c1c(O)ccc2ccccc12 (stereo unspecified)	-1	-23	22	11	-6	-11	-1	-3	12	9	-1
CCCCCCNc1ccc(C(=O)OCC)cc1	-38	-20	-42	-6	-1	-8	1	-40	2	-17	/
Cc1cc(C)c(C)c(S(=O)(=O)N2CCN(C(=O)c3cc(S(=O)(=O)N4CCOCC4)ccc3F)CC2)c1C	-7	-3	-18	5	-1	-5	13	15	7	20	-10
CSCC[C@H](NC(=O)NCc1cccs1)C(=O)O	-11	-1	-20	-2	-3	0	3	12	11	5	-7

Next part.
SMILES	TWEAK Fn14 block	NCOA1 inh	NCOA2 inhibitor	NOD2 RIPK2 PPI	Granule exo inh	ABHD5-PLIN5 inh	COUP-TFII inh	SRC3 inh	TROY signal inh	LRH-1 inv ag	TLR9-MyD88 block
CCOC(=O)C1=CCC(c2ccco2)N(S(=O)(=O)c2ccc(C)cc2)C1 (stereo unspecified)	15	0	11	-2	-5	4	13	7	11	-7	/
COc1cccc(NC(=O)CSCc2nc3sc(C)c(C)c3c(=O)[nH]2)c1	-2	10	1	-4	0	1	12	3	2	-14	-16
Cc1ccc(CN2CCCC(C(=O)N3CCCC3)C2)cc1 (stereo unspecified)	15	-3	-11	-1	-5	0	-14	-4	-1	4	-6
c1ccc(/N=C2\N=C(Nc3ccccn3)c3ccccc32)nc1	19	1	-31	2	3	0	1	11	-10	4	0
Cc1cc(C(O)c2ncc(-c3ccccc3)[nH]2)ccc1F (stereo unspecified)	-13	2	/	-3	-5	-9	/	-14	-19	4	/
C/C(=N\NC(=O)c1nnn(-c2nonc2N)c1CSc1ccc(Cl)cc1)c1cccnc1	-5	-20	-22	-3	11	-1	7	-9	0	-34	7
CC(=O)N1CCN(CC(=O)c2ccc(Br)cc2)CC1	-11	-16	10	6	6	1	9	1	-4	-4	3
Cn1c(N)c(C(=O)COC(=O)c2ccccc2C(F)(F)F)c(=O)n(C)c1=O	-11	7	-12	4	-10	2	-12	4	-10	6	7
Cc1cc(C)c(OCC(=O)NCC2CCCO2)c(C)c1 (stereo unspecified)	1	-20	-35	7	1	-3	-3	13	14	10	1
Cn1c2c(c(=O)n(C)c1=O)C(c1ccc(O)cc1)Nc1ccccc1O2 (stereo unspecified)	18	-19	-23	8	1	11	-19	13	4	3	9
Cc1ccc(Sc2ccc(C(=O)NC(C)C)cc2[N+](=O)[O-])cc1	-16	-10	7	2	-1	5	-4	8	5	-6	1
CCc1sc(C(=O)Nc2ccc(F)cc2C)cc1C	-10	-4	-12	-2	0	2	-37	4	-40	-19	13
CC1CCN(c2ccc(-c3ccc(NC(=O)C(F)(F)F)cc3)nn2)CC1	62*	-80	/	-7	27	-10	/	-107	41	-158	5
CCN1CCN(C(=O)c2ccc(CN(c3ccccc3)S(=O)(=O)c3ccccc3)cc2)CC1	17	-3	-6	7	4	-1	13	3	13	16	-5
Cc1ccc(S(=O)(=O)N2CCN(C(=O)CC(C)(C)C)CC2)cc1	-17	-18	-4	-9	-1	2	-2	6	-4	4	-3
CCN(CC(=O)NC1CCS(=O)(=O)C1)S(=O)(=O)c1ccc(Cl)cc1C(F)(F)F (stereo unspecified)	7	-1	-5	6	-5	-6	6	17	0	-1	2
CC(C)OC(=O)c1ccc(NC(=O)Cn2c(-c3nonc3N)nc3ccccc32)cc1	-29	-4	-4	6	7	0	-11	17	-4	6	10
CC(C)N(CC(N)=O)c1ncnc2sc(-c3ccccc3)cc12	-5	-24	-26	-6	12	-2	-2	-5	37	-6	-1
CC(C)(C)c1csc(N/N=C/c2ccc(O)cc2)n1	4	-48	-43	-8	-17	-11	6	-61	-19	-55	1
CC(=O)Nc1ccc(NC(=O)C2c3ccccc3Oc3ccccc32)cc1	40	-14	-11	-11	7	-7	-14	14	-21	5	-9
O=[N+]([O-])c1cc(Cl)cc(/C=N\Nc2ccccn2)c1O	-3	3	-8	-9	-5	5	-5	11	-12	1	0
c1ccc(-n2c(SCC3CCCCO3)nnc2-c2cccs2)cc1 (stereo unspecified)	-15	8	-17	-6	0	-4	18	17	1	12	-6
NC(=O)CN1CCN(c2nc(-c3ccc(F)cc3)cs2)CC1	-7	-24	3	6	1	0	-2	-40	-2	-15	-3
CCN(C(=O)COC(=O)C(Cc1ccccc1)N1C(=O)c2ccccc2C1=O)C1CCS(=O)(=O)C1 (stereo unspecified)	15	-2	7	-1	4	-3	14	9	16	9	-6
COc1ccc(/C=C2/C(=O)N(c3cccc(F)c3)N=C2C)c(OC)c1	0	8	10	7	-7	-15	14	2	-30	7	-1

Look-ups from the list.
Result of `C/C(=N\NC(=O)c1nnn(-c2nonc2N)c1CSc1ccc(Cl)cc1)c1cccnc1` under TLR9-MyD88 block: 7
Result of `CCOC(=O)C1=CCC(c2ccco2)N(S(=O)(=O)c2ccc(C)cc2)C1` (stereo unspecified) under SRC3 inh: 7

(list continues)
SMILES	TWEAK Fn14 block	NCOA1 inh	NCOA2 inhibitor	NOD2 RIPK2 PPI	Granule exo inh	ABHD5-PLIN5 inh	COUP-TFII inh	SRC3 inh	TROY signal inh	LRH-1 inv ag	TLR9-MyD88 block
COc1ccc(-c2cc(C(F)(F)F)nc(N)n2)cc1	46	-5	-51	4	-3	2	-15	-26	-19	-10	1
CC(=O)Nc1ccc(C2=NN(c3ccccc3)C(c3ccccc3)C2)cc1 (stereo unspecified)	23	1	-44	0	-10	-5	5	-2	14	-22	-61
CC1(NC(=S)NCCO)CCS(=O)(=O)C1 (stereo unspecified)	0	3	14	-11	-5	6	9	-4	6	5	14
O=C(OCCN=C1NS(=O)(=O)c2ccccc21)C1CC(=O)N(c2ccc3ccccc3c2)C1 (stereo unspecified)	1	-9	-3	4	-3	1	-3	7	-1	-24	1
Cc1ccc(SC(=O)COc2ccc(C)c(C)c2)cc1	-21	-16	7	-2	1	-2	1	2	-44	-8	9
CCNc1nc(SC(C)C(=O)OC)nc(N2CCOCC2)n1 (stereo unspecified)	1	-16	-44	-3	-1	4	-12	0	-2	-2	-7
CCN(CC)c1ccc(/C=N/N2C(C)CCCC2C)c(O)c1 (stereo unspecified)	9	4	-22	-8	-9	-5	2	-14	-1	-3	3
N#CCC(=O)N/N=C/c1ccc(SCC(=O)Nc2ccccc2)o1	6	-12	-37	1	4	2	10	14	-8	0	-12
COc1cc(/C=N/NC(=O)c2cccc(NC(=O)c3ccccc3C)c2)ccc1O	-24	-21	-32	4	-2	6	-16	0	-4	8	1
COc1cccc(NC(=O)C2CCOC2=O)c1 (stereo unspecified)	2	-2	-30	-9	-14	-2	-25	-2	-2	-21	/
Oc1ccc(/C=N\Nc2cc(N3CCOCC3)nc(N3CCOCC3)n2)c(O)c1	-37	7	-22	2	4	-7	6	-8	-37	-14	-15
Nc1nc(N)c(N=O)c(OCC2CCCCC2)n1	-32	-41	-17	-10	14	-1	-54	4	0	16	-9
O=C(NCCCl)c1ccc(OCc2ccccc2)cc1Cl	-18	-17	-59	2	-7	1	-8	-24	-27	-12	1
COc1ccc(Cl)cc1NC(=O)CN1c2ccccc2CC1C (stereo unspecified)	0	-17	-27	-1	8	0	9	-9	-4	11	7
COc1ccc(OCCOCCN2CCc3ccccc3C2)cc1	0	-4	18	3	-2	6	-4	8	9	-5	2
O=c1nc(-c2ccccc2)c(-c2ccccc2)n[nH]1	-4	1	-18	-4	-8	6	0	-9	-1	2	-6
